MITF TRPM1 inh – reduces MITF-dependent TRPM1 promoter luciferase signal; SK-MEL-5 TRPM1 promoter luciferase, 24 h; inhibition, % at 12.5 µM; 0.83% of 330,000 active;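 active means mean inhibition across replicates of 60% or more, whatever share of single replicates reaches that level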; further: values of inactives mirror those of a sister screen read the other way
Shn3 3UTR inh – reduces Shn3 3'UTR luciferase signal in osteoblasts; inhibition, % at 12.5 µM; 0.52% of 360,000 active; Clone20 osteoblast Shn3 3'UTR firefly luciferase, 24 h;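 active means mean inhibition of at least 75% with every replicate also reaching 75%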;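 further: 0% = median of neutral control wells and 100% = pilot-screen positive control compound; some compounds past the cut are filed as inactive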
Peg3 prom inh – Peg3 promoter activity inhibition. 1.7% of 360,000 active. inhibition, % at 20 µM. AID 588405. HeLa PEG-Prom luciferase reporter, luminescence, overnight;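 active means inhibition of at least 50% at 20 µM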
CaV13 FRET inh – Primary screen for inhibitors of IQ motif and Ca2+-dependent inactivation inhibitor domain binding in CACNA1D, Förster resonance energy transfer in living cells, …; inhibition, % at 12.3 µM; 0.098% of 340,000 active; HEK cells, CFP/YFP FRET ICDI-IQ, plate reader, 10 min; percent FRET-ratio fall versus neutral wells; AID 743397;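 active means mean replicate inhibition of at least 30% and at least 1% of replicates passing that level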;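 further: 0% = median of the neutral control wells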
PDI turbidity – inhibitors of human protein disulfide isomerase. P07237. inhibition, % at 10 µM. 0.052% of 350,000 active. AID 588391. PDI insulin aggregation turbidity, A650, 90 min;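 active means mean inhibition across replicates of 30% or more, whatever share of single replicates reach that level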;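 further: absorbance from insulin aggregation driven by PDI reduction with DTT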
Target sequence (P07237 whole entry, looked up): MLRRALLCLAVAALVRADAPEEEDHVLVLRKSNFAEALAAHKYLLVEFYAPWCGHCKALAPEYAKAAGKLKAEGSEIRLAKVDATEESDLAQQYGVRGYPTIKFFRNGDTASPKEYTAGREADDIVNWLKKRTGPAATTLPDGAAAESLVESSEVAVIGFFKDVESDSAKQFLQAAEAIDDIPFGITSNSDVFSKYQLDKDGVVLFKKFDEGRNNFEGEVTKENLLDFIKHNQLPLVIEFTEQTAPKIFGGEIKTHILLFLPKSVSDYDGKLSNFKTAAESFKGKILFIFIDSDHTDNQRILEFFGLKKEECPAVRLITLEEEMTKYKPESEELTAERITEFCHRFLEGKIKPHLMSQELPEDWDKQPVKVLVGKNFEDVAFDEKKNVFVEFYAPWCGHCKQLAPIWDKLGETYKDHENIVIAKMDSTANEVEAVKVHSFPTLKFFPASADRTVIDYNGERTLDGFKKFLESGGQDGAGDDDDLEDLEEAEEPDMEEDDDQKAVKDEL
m5-HT2A agonist – agonists of mouse serotonin 5-HT2A receptor (HTR2A) | 0.66% of 360,000 active | CHO-K1 mHTR2A beta-arrestin complementation, luminescence; percent of 30 µM serotonin response | activation, % at 7.6 µM | AID 624169;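 active means activation above a run cutoff, the mean activation of all tested compounds plus 3 SD, cut at about 14% in these data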;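 further: 0% = plate median of compound wells and 100% = 30 µM serotonin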
Target sequence (P35363 whole entry, looked up): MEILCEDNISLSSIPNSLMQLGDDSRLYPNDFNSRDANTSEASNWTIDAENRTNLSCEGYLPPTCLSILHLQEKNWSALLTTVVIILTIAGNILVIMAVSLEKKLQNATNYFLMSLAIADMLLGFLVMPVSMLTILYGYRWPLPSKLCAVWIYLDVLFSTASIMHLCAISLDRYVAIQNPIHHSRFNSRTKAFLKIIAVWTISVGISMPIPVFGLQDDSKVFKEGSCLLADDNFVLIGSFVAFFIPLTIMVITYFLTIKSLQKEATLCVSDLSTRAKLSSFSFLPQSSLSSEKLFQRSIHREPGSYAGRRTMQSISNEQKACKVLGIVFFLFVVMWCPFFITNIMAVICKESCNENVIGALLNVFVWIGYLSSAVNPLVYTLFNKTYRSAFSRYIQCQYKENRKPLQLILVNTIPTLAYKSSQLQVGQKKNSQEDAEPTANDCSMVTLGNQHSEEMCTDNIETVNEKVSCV
NR2E3 ag-1 – human photoreceptor-specific nuclear receptor agonism; Q9Y5X4; CHO-S Gal4-NCOR/VP16-NR2E3 two-hybrid, luciferase; inhibition of corepressor binding, % at 3.98 µM; 0.35% of 360,000 active; AID 602229;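 active means inhibition above the mean of all tested compounds plus 3 SD, cut at about 70% in these data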;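 further: 0% = DMSO with NR2E3 transfected cells and 100% = cells lacking NR2E3 construct; higher means lower luciferase signal from less NR2E3 corepressor binding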
Cardio protect – protects H9c2 cardiomyocytes from peroxide injury; 0.63% of 360,000 active; protection from H2O2 cell death, % at 20 µM; H2O2 injury protection, ATPLite, 2 h;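 active means compounds giving at least 50% protection of heart cells from peroxide-induced death in the single-dose screen, raw or plate-pattern-corrected value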;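 further: 0% = DMSO wells with peroxide and 100% = DMSO wells without peroxide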
iPSC survival up – hiPSC single-cell survival enhancement; ATPlite luminescence; 100% = ROCK inhibitor wells, 0% = DMSO; survival enhancement, % at 20 µM; 0.044% of 360,000 active; AID 602274; in the data active means survival enhancement above about 18%;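 further: cells exposed to compounds for 16 hours before the ATP read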
HIF-2a inh – HIF-2a inhibition | 786-0 RCC cells HIF-2a reporter, luciferase luminescence, overnight | inhibition, % at 18.8 µM | 0.72% of 360,000 active;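 active means inhibition of the luminescence signal of 40% or more relative to plate controls, in a single-dose primary screen at 18.75 µM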
NR2E3 ag-2 – activates human photoreceptor nuclear receptor NR2E3; Q9Y5X4; GST-NR2E3/biotin-RetCOR TR-FRET, 1536-well; inhibition of corepressor binding, % at 4.78 µM; 0.12% of 320,000 active; AID 2300;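 active means percent inhibition above the cutoff of mean plus 3 SD of all tested compounds, set per screening campaign, cut at about 20% in these data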;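 further: 0% = DMSO wells and 100% = biotin wells as full block of FRET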
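Format: 1536-well format; test system: GST-NR2E3 and biotin-RetCOR proteins; read-out basis: percent inhibition of TR-FRET ratio; timing: 5 h incubation at 4 °C; detection: time-resolved FRET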
Numbers without * were called inactive; . = not tested or not shown.

compound,Shn3 3UTR inh,m5-HT2A agonist,PDI turbidity,iPSC survival up,NR2E3 ag-2,Cardio protect,Peg3 prom inh,HIF-2a inh,NR2E3 ag-1,CaV13 FRET inh,MITF TRPM1 inh
CC1(C)CC(=O)C2=C(C1)N(c1ccc(F)cc1)C(=O)CC2c1cccnc1 (centres undefined),2,2,6,3.4,2,18,-5,10,11,-7,-6
Cc1ccc2nc(NC(=O)CCn3c(=O)sc4ccccc43)sc2c1,1,5,.,-2.1,3,-3,1,2,-34,-9,4
CCCNC(=O)c1cc2c(c(-c3cccc(-c4ccccc4F)c3)n1)[C@H](CCO)N(C(=O)CC1CC1)C2,.,-2,.,-0.7,.,.,.,-4,1,-5,.
COc1cc2c(cc1OC)C(C)N(C(=O)c1cc3ccccc3o1)CC2 (centres undefined),19,-4,4,1.3,-4,-1,26,9,9,-7,20
CC(=O)N/C(N)=N/c1nc2cc([N+](=O)[O-])ccc2o1,-1,4,7,0.0,-2,-1,-173,-232,-73,-4,-48
COc1ccc(NC(=O)N(C)C[C@@H]2Oc3c(NC(=O)Nc4c(C)noc4C)cccc3C(=O)N([C@@H](C)CO)C[C@@H]2C)cc1,4,-3,-1,-0.5,.,19,-5,5,-25,-5,1
O=C(NCC1CCCO1)c1ccc(Br)s1 (centres undefined),13,2,2,0.1,1,0,0,-29,-41,-2,-8
CCOC(=O)NS(=O)(=O)c1ccc(CCNC(=O)c2cc(C)on2)cc1,2,1,2,1.7,-2,1,-2,10,7,-3,2
CCOC(=O)N1CCC(NC(=O)c2cc(S(=O)(=O)N3CCCCC3)ccc2F)CC1,2,-3,5,-0.5,3,-4,5,17,-30,2,-6
COc1ccc(/C=C/C(=O)NCC(=O)N2CCC(N(C)CCN3CCOCC3)CC2)cc1OC,23,7,24,-0.8,-1,1,10,15,-10,1,-15
Cc1[nH]c2ccccc2c1SCc1nnc(SCc2ccc(Cl)cc2)n1C,20,5,13,-0.6,3,-2,34,10,-21,-4,-2
O=C(Nc1ccc2c(c1)OCO2)c1ccc([N+](=O)[O-])cc1[N+](=O)[O-],-29,6,0,-0.3,-2,-4,-119,-72,-86,-3,7
O=C1C=C(c2cccc3c2oc2ccccc23)CCC1,6,-1,0,-1.5,7,-15,-45,-112,-5,-10,-2
NC(=S)NN=C1CCSCC1,-23,6,-2,-1.6,.,-4,16,4,11,-5,7
Cn1cc(C(=O)C(=O)N2CCCC2)c2ccccc21,-8,-1,-4,-0.4,.,0,4,15,-26,-20,-4
CCc1ccc(NC(=O)CCNC(=O)Cn2cnc3ccccc3c2=O)cc1,8,3,-9,-0.6,4,0,7,5,-27,-4,0
CN(C)/C=N/c1ncc(C(=O)c2ccccc2)s1,-54,1,0,0.3,3,-4,-177,-141,-85,-3,-68
Cc1nnc(SCC(=O)NCC(=O)Nc2ccc(F)c(F)c2F)n1N,7,-1,4,1.7,.,1,-2,10,-15,-2,-12
Cc1sc2nc(CN(C(=O)c3cccs3)C3CCCC3)[nH]c(=O)c2c1C,9,5,0,-2.7,-4,5,23,23,1,-4,-6
Cc1ccccc1C(=O)NNC(=S)Nc1cccc(C(F)(F)F)c1,-19,-2,5,6.7,0,-2,9,-30,6,-2,7
CCc1ccc(NCCC(=O)c2ccc(Br)cc2)cc1,1,-1,-2,-2.4,5,5,-22,-54,-11,-7,-16
Cc1ccc2c(C(=O)CN3CCCC(C)C3)c(C)[nH]c2c1 (centres undefined),5,1,7,-0.5,-2,4,7,12,-19,-19,15
CSc1nc2cc(C)nn2c(-c2ccccc2Cl)c1C#N,-19,-2,17,-0.6,-5,3,5,18,1,3,1
CN(C)c1cccc(C(=O)OCC(=O)Nc2ccccc2Cl)c1,-33,2,18,2.7,2,-10,-43,-4,9,-19,-18
COc1ccc(NC(c2ccccc2)c2ccncc2)cc1 (centres undefined),-11,5,-3,1.4,-2,-8,-10,5,-28,-20,-8
O=C(CN1C(=O)c2cccnc2Oc2ccc(Cl)cc21)NC1CCCCC1,0,1,.,2.1,-1,5,8,0,-5,-11,1
O=C(Nc1ccccc1C(F)(F)F)c1cc2ccccc2o1,-39,-3,8,-0.5,0,-14,-349,-290,-138,-4,-46
Cc1ccc(S(=O)(=O)NN=C2CC3CCC2(C)C3(C)C)cc1 (centres undefined),12,4,-2,-1.2,.,-10,10,15,-20,-5,2
Cc1nn(CCC(=O)NNC(=S)Nc2ccc([N+](=O)[O-])cc2)c(C)c1[N+](=O)[O-],-2,-2,1,1.5,0,21,10,13,-8,-5,12
OC(Cn1cncn1)(c1ccc(F)cc1)c1ccc(Cl)cc1 (centres undefined),-14,2,4,0.2,1,1,7,18,-31,-4,-4
O=C(Cc1ccc(Cl)cc1)NNC(=O)c1cnccn1,15,3,10,-0.3,3,11,-4,10,-20,-4,-12
NC(=O)c1cc(S(=O)(=O)Nc2cccc(F)c2)co1,-3,-1,.,1.1,2,3,-2,8,2,-5,1
O=C1OC(c2ccccc2)=NC12CC2c1ccc(Cl)cc1 (centres undefined),-5,2,3,3.6,0,6,-15,39,1,.,0
CC1(c2nnc(-c3ccccc3)o2)CC(c2ccc([N+](=O)[O-])cc2)=NO1 (centres undefined),-4,6,-7,0.4,2,0,-14,-62,-7,-7,-3
O=C(c1ccccc1)c1ccc(NCCCn2ccnc2)c([N+](=O)[O-])c1,76,5,1,-0.6,3,-12,-7,-35,-22,-4,4
CCOC(=O)C1(Cc2ccc(OC)cc2)CCN(C(=O)CCn2cccn2)CC1,-43,-6,-11,-0.1,5,-2,-29,-64,-57,7,-38
COc1ccc(OCC(=O)NC(=S)Nc2ccc(S(=O)(=O)Nc3cc(OC)nc(OC)n3)cc2)cc1,-8,1,17,4.8,-1,0,-4,20,6,-3,9
COc1ccc(S(=O)(=O)N2CCOCC2)cc1NC(=O)COC(=O)c1oc2ccccc2c1C,7,-5,-8,0.8,2,-2,14,12,18,-6,6
CC1CCCC(N2CCN(C(=O)c3ccc([N+](=O)[O-])cc3)CC2)C1 (centres undefined),19,3,-2,1.2,.,0,14,13,9,-20,8
CCN(CC)C(=S)SCC(=O)c1ccccc1,-47,-5,-1,-1.4,1,1,-230,-181,-107,-6,-31
CCOc1ccccc1NC(=O)NC(C)c1ccncc1 (centres undefined),5,-1,-7,-2.2,2,6,7,18,-28,-2,20
CCC1(c2ccc(F)cc2)NC(=O)N(CC(=O)N2CCN(S(=O)(=O)c3ccc(C)cc3C)CC2)C1=O (centres undefined),61,8,10,0.1,.,-14,23,16,7,-18,.
O=C(NC(=S)NCC1CCCO1)c1ccc(Cl)cc1Cl (centres undefined),-17,5,8,-1.8,-1,-3,-58,-77,-69,-5,-12
CCCCC(=O)NC(=S)Nc1cccc(NC(=O)c2ccco2)c1,-4,-3,5,-0.7,-1,-4,19,21,-19,-6,2
COc1cccc(CN(C)C(=O)CNC(=O)c2ccc3c(c2)OCO3)c1OC,13,2,1,0.0,0,1,24,8,6,-7,6
CN1CCN(c2ccc(Cl)cc2NC(=O)CCN2C(=O)c3ccccc3C2=O)CC1,-15,6,6,5.2,-5,9,-6,16,1,-6,-2
COc1cccc(C2NC(=S)NC3=C2CCc2ccccc23)c1 (centres undefined),-19,1,3,0.0,2,33,-3,20,-2,-4,-1
CCCC(=O)Nc1c(C(=O)OCC)[nH]c2ccccc12,-12,-4,9,-0.8,1,-6,0,14,1,-7,16
CCOC(=O)C1(Cc2cccc(OC)c2)CCN(Cc2cccn2-c2nccs2)CC1,38,-4,6,-1.9,8,-4,9,10,-34,-7,4
Cc1ccc(N2C(=O)c3ccccc3NC2C(C)Cc2ccc3c(c2)OCO3)cc1 (centres undefined),-20,-11,0,0.4,-1,6,-77,-121,-105,-9,-35
CCOc1ccccc1N1CCN(C(=O)/C=C/c2cccc([N+](=O)[O-])c2)CC1,6,0,1,0.7,1,6,15,11,-4,-5,-1
O=C1[C@H]2[C@@H](/C=C/c3ccccc3)N3C(=O)CN(Cc4ccccn4)C(=O)[C@@]3(Cc3ccccc3)[C@H]2C(=O)N1c1ccccc1,9,12,6,-1.4,0,17,-19,4,-10,-6,-6
Oc1ccc(C=NN=Cc2ccco2)c(O)c1,-18,-6,-9,0.6,.,-16,-310,-278,-77,-13,-56
CCc1ccccc1N(CC(=O)NCc1ccccc1)C(=O)CCC(=O)Nc1ccccn1,-21,4,4,0.2,3,1,18,16,-16,-2,-3
O=C(NC1CCN(Cc2ccccc2)CC1)C1CCCN(S(=O)(=O)c2cccc3nonc23)C1 (centres undefined),37,-2,-12,-4.5,3,-6,4,10,-23,-1,5
CC1CCN(C(=O)CC(NC(N)=O)c2ccccc2Cl)CC1 (centres undefined),-9,-4,-7,1.2,-1,-1,-6,1,-4,-3,10

The results go on:
compound,Shn3 3UTR inh,m5-HT2A agonist,PDI turbidity,iPSC survival up,NR2E3 ag-2,Cardio protect,Peg3 prom inh,HIF-2a inh,NR2E3 ag-1,CaV13 FRET inh,MITF TRPM1 inh
CCOC(=O)c1cccc(NC(=O)CN(c2ccc(C)cc2)S(=O)(=O)c2c(C)n[nH]c2C)c1,5,1,5,-0.5,1,16,9,11,2,1,1
O=C(OCc1nnc(-c2ccccc2)o1)c1ccc([N+](=O)[O-])o1,-9,-3,13,0.2,-2,20,-3,2,-9,-6,4
CCc1ccc(NC(=O)C2CCN(c3c(N4CCCC4)c(=O)c3=O)CC2)cc1,4,6,-12,-0.3,2,0,-5,6,-20,-6,0
O=C(COC(=O)C1CC(=O)N(c2ccc3c(c2)OCCO3)C1)NC1CCCc2ccccc21 (centres undefined),21,-6,-3,3.9,1,7,-13,12,-8,-7,-4
CCc1cccc(CC)c1NC(=S)NCC(c1cccnc1)N1CCOCC1 (centres undefined),6,4,-3,-0.7,3,0,25,19,-1,.,-16
O=C(N=C1SC2CS(=O)(=O)CC2N1Cc1ccccc1)C1CCCO1 (centres undefined),-3,-8,-5,-0.1,3,3,-9,9,-17,-6,-5

Not a hit list (roughly 3.9% active in at least one column).
